Screens from PubChem.
mHTT-CaM PPI inh: disrupts binding of mutant huntingtin to calmodulin; AID 1671202; inhibition, % at 15 µM; AlphaScreen His-mHTT/GST-CaM binding, luminescence; P42858; 190,000 tested, 3.6% active;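 further: 0% = both proteins with DMSO and 100% = one protein alone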
Pf apPOL block: Pf-apPOL DNA polymerase inhibition; Recombinant Pf-apPOL, molecular beacon fluorescence, 1.5 h; inhibition, % at 10 µM; 210,000 tested, 0.25% active; AID 1794808
The depositor's hits bear a star; / = not tested or not shown; & = joins results of further samples. No stated cut-off is given here; in the data, active means inhibition above about 50%; inactive means the rest. A portion of the library (hit frequency here may not be typical).

SMILES	mHTT-CaM PPI inh	Pf apPOL block
Cc1ccccc1C(=O)Nc1nnc(C2CC(=O)N(c3ccc(S(C)(=O)=O)cc3)C2)o1 (configuration not stated)	46	-1
C=C(C)c1nc2ccc(Br)cc2c(=O)o1	-3	0
O=C(Nc1ccc(C(F)(F)F)cc1)c1ccc(NC(=O)C2CCCO2)cc1 (configuration not stated)	3	2
O=c1c(C=NCc2cccs2)c(C(F)(F)F)[nH]n1-c1nc2ccccc2s1	2	2
Cc1c(Cl)c(C(F)(F)F)nn1CC(=O)N1CCN(C(=O)c2ccccc2)CC1	0	5
Cc1cc(=O)[nH]c(C(C)C)n1	-4	/
Cc1c(CNC(=O)Nc2cccc(Cl)c2)sc2ccccc12	/	-2
Cc1noc(C)c1CSc1ccc2ccccc2n1	-59	-1
O=C(Nc1c2c(nn1-c1cccc(Cl)c1)CS(=O)(=O)C2)c1cccc(C(F)(F)F)c1	21	-4
Cc1nc(-c2cccc(NC(=O)CN3CCN(c4ccc5c(c4)OCO5)C3=O)c2)cs1	20	-10
CC(CCN1CCN(c2ccccn2)CC1)c1ccccc1 (configuration not stated)	2	-7
FC(F)(F)c1ccc(C=NN2CCOCC2)c(Cl)c1	/	-2
COc1cccc(C2c3sc(=O)[nH]c3SC3C4CCC(C4)C23)c1O (configuration not stated)	49	-6
N#CC1=C(N)Oc2n[nH]c(-c3ccc(F)cc3)c2C1c1ccoc1 (configuration not stated)	9	0
CC(C)(C)C(=O)Nc1cccc(C(=O)Nc2c[nH]c(=O)[nH]c2=O)c1	4	0
O=C(C1CCOC1)N1CCC(CCOc2cccc(F)c2)CC1 (configuration not stated)	-7	0
O=C1NC(=O)/C(=C\c2ccc(-c3ccc([N+](=O)[O-])cc3Br)o2)S1	2	-2
O=S1(=O)c2c(cccc2N2CCC[C@@H]2CO)O[C@@H]2CCN1C2	-5	0
CCN(CC)C(=O)CC(c1ccc2c(c1)OCO2)c1c(OC)cc(OC)c2ccc(=O)oc12 (configuration not stated)	16	5
O=C(NCCSCc1ccc2nonc2c1)c1ccc(Cl)cc1Cl	/	-10
CC(C)Oc1ccc(C(=O)N2CCCCC2CCN2CCOCC2)cc1 (configuration not stated)	-1	-6
Nc1nc(NCc2ccccn2)n[nH]1	/	-5
COc1ccc(NC(=O)Nc2nnc(Cc3ccc(F)cc3)s2)cc1	-4	-3
O=C(CSc1nc2c(c(=O)n1-c1ccc(Cl)cc1)SCC2)NCc1ccc(F)cc1	-2	-8
COc1ccc(C(=O)N2CCCC2c2cc(C)on2)cc1 (configuration not stated)	-2	2
CC1CCN(C(=O)c2cc3c(s2)CCN(C(=O)c2ccc(Cl)cc2)C3)CC1	22	18
COc1cccc(CNc2ccc([N+](=O)[O-])cc2C)c1	12	-1
COc1cc2c(cc1OC)CN(C(=O)c1ccc(-n3cccn3)nn1)CC2	-1	-1
O=S(=O)(NCc1ccc(-c2cccs2)cc1)c1ccc2c(c1)OCCCO2	/	-6
Cc1ccc(OCC(=O)Nc2ccc(Cl)cn2)c(C)c1	-12	-4
COc1ccc(CN2CCN(C(=O)c3ccc(F)cc3)CC2)cn1	-1	0
CC1=C(C(=O)Nc2ccccn2)C(c2ccc(Cl)c([N+](=O)[O-])c2)C2=C(CCCC2=O)N1 (configuration not stated)	14	-6
O=C1C=C(c2ccccc2)C(=O)C=C1Cl	/	50*
Cc1ccc(S(=O)(=O)N=C(CN2CCCCC2)N2CCCC2)cc1	2	4
Cc1oc(C2CCN(C(=O)c3ccc(C#N)cc3)CC2)nc1C(=O)N1CCSCC1	-1	-4
O=C(Nc1ccc2oc(-c3ccccc3F)nc2c1)c1cccc(Cl)c1	1	-2
COc1ccc(-c2cc(C(F)(F)F)n3ncc(C(=O)Nc4cccc(Cl)c4)c3n2)cc1OC	-3	-6
COc1ccc(/C=C2/N=C(c3cccc([N+](=O)[O-])c3C)OC2=O)cc1	-2	-3
COc1ccc(-c2cc(C(F)(F)F)n3nc(C(=O)N(C)CCC#N)cc3n2)cc1	1	-5
CCCN1CCN(C(=O)CC2Sc3ncccc3N(C)C2=O)CC1 (configuration not stated)	-8	1

Looked up above:
Value for Nc1nc(NCc2ccccn2)n[nH]1 under Pf apPOL block: -5
Value for CC(CCN1CCN(c2ccccn2)CC1)c1ccccc1 (configuration not stated) under Pf apPOL block: -7
Value for COc1ccc(C(=O)N2CCCC2c2cc(C)on2)cc1 (configuration not stated) under mHTT-CaM PPI inh: -2
Value for O=C(Nc1ccc2oc(-c3ccccc3F)nc2c1)c1cccc(Cl)c1 under Pf apPOL block: -2

Additional records follow.
SMILES	mHTT-CaM PPI inh	Pf apPOL block
O=C(c1ccc2c(c1)OCO2)N1CC2CC1CC2NS(=O)(=O)c1ccccc1 (configuration not stated)	5	1
CCc1cc(C2CCCN2C(=O)Cc2cccc(F)c2)on1 (configuration not stated)	-8	0
CN1CCC(=O)N([C@H](CSc2ccc(Br)cc2)Cc2ccccc2)CC1	19&6	-10&-7
O=C(NC(C(=O)O)C12CC3CC(CC(C3)C1)C2)c1cc([N+](=O)[O-])ccc1Cl (configuration not stated)	-3	8
CC(=O)c1c(C)[nH]c(C)c1C(C)=O	-1	-8
COc1ccc(Cl)cc1/C=C1/NC(=O)NC1=O	1	-6
CS(=O)(=O)N(CC(N)=O)c1cccc(Cl)c1	1	1
COc1ccccc1NCC(=O)c1ccc(C)c(C)c1	34	65*
O=C(Nc1ccc(I)cc1)c1ccc([N+](=O)[O-])cc1	6	-3
COc1ccccc1CC(=O)N1CC2CC(NC(=O)c3ccccc3)C1C2 (configuration not stated)	1	-2

3 entries out of the list, sorted by number of heavy atoms, ascending:
SMILES	mHTT-CaM PPI inh	Pf apPOL block
CC(=O)c1c(C)[nH]c(C)c1C(C)=O	-1	-8
COc1ccc(Cl)cc1/C=C1/NC(=O)NC1=O	1	-6
COc1ccccc1NCC(=O)c1ccc(C)c(C)c1	34	65*

Remaining list, next part
SMILES	mHTT-CaM PPI inh	Pf apPOL block
CCn1c(N2CCC(C(=O)NCc3ccco3)CC2)cc(=O)n(C)c1=O	52*	-4
O=C(Nc1cccc2c1CCCC2)c1ccc(Br)o1	0	2
CCn1ncc(Br)c1C(=O)Nc1ccc(S(=O)(=O)Nc2ccc(OC)cc2)cc1	9	14
C=CCN1C(=O)C(C)(C)COc2ccc(NC(=O)COc3ccccc3F)cc21	11	-3
CSc1cccc(NC(=O)c2ccc(N(C)S(=O)(=O)c3ccccc3)cc2)c1	-3	-1
COc1cc(NC(=O)c2ccc(Br)cc2)cc(OC)c1	-6	-8
Cn1nc(-c2ccc(NC(=O)c3cccc4ccccc34)cc2)ccc1=O	33	-3
Nc1nc(SCC(=O)Nc2ccc(F)c(Cl)c2)n[nH]1	-8	-2
C#CCOC(=O)Nc1cnc(OC)c(C(F)(F)F)c1	/	-10
O=C(c1cc(Cl)cc(Cl)c1)n1ccnc1	4	3
CCC(=O)Nc1ccc2c(c1)CC(C(=O)NCCCc1ccccc1)CO2 (configuration not stated)	0	-6
Cn1cc(Br)c(C(=O)n2cc([N+](=O)[O-])cn2)n1	3	-5
CC(C)(C)C1CCc2c(sc(NC(=O)C3CCCO3)c2C(N)=O)C1 (configuration not stated)	8	/
CCCC(=O)N1CCCC(COc2cccc(C(=O)N3CCCCC3)c2)C1 (configuration not stated)	10	-3
O=[N+]([O-])c1ccc(S(=O)(=O)N(CC(O)CN2CCCCC2)c2ccccc2)cc1 (configuration not stated)	14	-2
O=C(NC1CC2CC1CN2C(=O)c1ccsc1)c1cccs1 (configuration not stated)	1	-5
Cc1ccc(OCC(=O)Nc2ccc(I)cc2)cc1	-7	-3
CC(C)CC(=O)Nc1ccc2c(c1)CC(C(=O)NCc1ccccc1F)CO2 (configuration not stated)	2	-4
CC(=O)N1N=C(c2ccccc2)OC12CCCCC2	-22	-2
CC(=O)c1cc2cc(Cl)ccc2oc1=O	-1	8
Cn1cc(C(=O)N2CCCCCC2)cc(NC(=O)C23CC4CC(CC(C4)C2)C3)c1=O	17	0
O=C(CCc1conc1-c1ccccc1)NC1CCCCCC1	-2	0
CC(C)C(NS(=O)(=O)c1cccs1)C(=O)Nc1ccc(F)cc1 (configuration not stated)	0	1
Cc1ccnc2c(NC(=O)CCN3C(=O)C4CC=C(Cl)CC4C3=O)cccc12 (configuration not stated)	16&10	-6&-32
O=C(CCC1CCCC1)N1CCCN(c2nnc3ccccn23)CC1	-2	-7
O=C(NCc1ccccc1)C1CCN(c2nccn3nc(-c4cccs4)cc23)CC1	36	5
CC(=O)N1CC(C)Oc2ccc(S(=O)(=O)N3CCC(c4ccncc4)CC3)cc21 (configuration not stated)	0	-2
COCC(=O)N1CC2CN(S(=O)(=O)c3ccc(C)cc3)CC(C1)O2	1	-8
Cc1ccc(SCC(=O)Nc2ccccc2Br)cc1	-37	11
COc1cccc(NC(=O)N2CCC3(CC2)NC(=O)c2cc(Cl)ccc2N3C)c1	-1	2

Exported with two lines to a compound: entries from further up.
Below each SMILES: mHTT-CaM PPI inh	Pf apPOL block
> O=C(CCc1conc1-c1ccccc1)NC1CCCCCC1
 : -2	0
> CC(C)C(NS(=O)(=O)c1cccs1)C(=O)Nc1ccc(F)cc1 (configuration not stated)
 : 0	1
> Cc1ccnc2c(NC(=O)CCN3C(=O)C4CC=C(Cl)CC4C3=O)cccc12 (configuration not stated)
 : 16&10	-6&-32
> O=C(CCC1CCCC1)N1CCCN(c2nnc3ccccn23)CC1
 : -2	-7
> O=C(NCc1ccccc1)C1CCN(c2nccn3nc(-c4cccs4)cc23)CC1
 : 36	5

(listing goes on)
SMILES	mHTT-CaM PPI inh	Pf apPOL block
Cc1cc(C)nc(SCC(O)COc2ccccc2)n1 (configuration not stated)	-5	-11
CC(C)CSc1oc(-c2cccs2)nc1S(=O)(=O)c1ccccc1	-33	2
Cc1cccc(-n2c(N)c(Br)c(=O)[nH]c2=O)c1	-4	-3
NC(=O)c1ccc2c(c1)CCN2C(=O)C1CCCC1	2	5
CC1CCc2c(cnc3c(C(=O)NC4CCCCC4)cnn23)C1 (configuration not stated)	15	-3
CC(C)CNC(=O)C1CCN(c2cc(N3CCOCC3)ncn2)CC1	-8	-7
COc1ccc2sc(NC(=O)NC(=O)c3c(Cl)cccc3Cl)nc2c1	/	-1&-6
Nc1nc2nc(-c3ccccc3)cc(=O)n2[nH]1	1	-2
O=C(NCc1ccco1)c1sc2ccccc2c1Cl	-4	-10
CNc1nc(C23CC4CC(CC(C4)C2)C3)ns1	/	-8
COc1ccc(C2C(C#N)=C(N)SC(N)=C2C#N)c(OC)c1	34	-9
CCc1ccccc1NC(=O)CSCc1ccccc1C	-22	-2
Cc1ccccc1NC(=O)CSc1ncccc1-c1nc2ccccc2[nH]1	-10	-9
O=C(CCS(=O)(=O)Cc1ccccc1F)NC1CC1	2	-16
CC(C)CN1C(=O)c2ccc(N)cc2C1=O	-14	-3
Cc1ccc(S(=O)(=O)N=C2C=C(C(C)C)C(=O)C(C(C)C)=C2)cc1	-4	1
CNC(=O)Cn1nc(-c2ccc(Cl)cc2)c2ccccc2c1=O	-3	4
COc1ccc2nc3sc(C(=O)Nc4cc(Cl)ccc4OC)cc3cc2c1	25	-2
COCOCCn1cc(CN2CCS(=O)(=O)N(Cc3ccc(-c4ccc(OC)c(OC)c4)cc3)C(CC(C)C)C2=O)nn1 (configuration not stated)	18	-2
CCOc1ccc2c(=O)c(Oc3ccccc3)c(C(F)(F)F)oc2c1	-5&-4	-9&-4
CC(NC(=O)c1cc(-c2ccc3c(c2)OCO3)on1)C(C)(C)C (configuration not stated)	-8	0
Cc1cncn(CC(=O)Nc2ccccc2OC(F)(F)F)c1=O	-8	-1
Cc1ccc(C(=O)C(C)S(=O)(=O)c2ccc(Cl)cc2)cc1Cl (configuration not stated)	/	0&-14
CN(C)CCC1CCCCN1C(=O)C1CCC1 (configuration not stated)	-1	2
Nc1nccc(-c2csc(COc3ccc(Cl)cc3)n2)n1	/	3
C=CCn1c(=O)c(C(=O)NCc2ccccc2F)c(O)c2ccccc21	12	-20
CN(C(=O)c1coc(=O)c2ccccc12)c1ccc(Br)cc1	4	-4
CS(=O)(=O)c1ccc2nc(NC(=O)C3COCC(=O)N3Cc3ccccc3)sc2c1 (configuration not stated)	-4	0
COc1ccc(CC(=O)N2CCN(C3=NC=CN4C3=NCC4C)CC2)cc1 (configuration not stated)	17	-16
CC(C)CC(=O)N1CCCC(COc2ccc(C(=O)N3CCCC3)cc2)C1 (configuration not stated)	-2	2

No new results follow: 6 of the compounds above.
SMILES	mHTT-CaM PPI inh	Pf apPOL block
Nc1nccc(-c2csc(COc3ccc(Cl)cc3)n2)n1	/	3
C=CCn1c(=O)c(C(=O)NCc2ccccc2F)c(O)c2ccccc21	12	-20
CN(C(=O)c1coc(=O)c2ccccc12)c1ccc(Br)cc1	4	-4
CS(=O)(=O)c1ccc2nc(NC(=O)C3COCC(=O)N3Cc3ccccc3)sc2c1 (configuration not stated)	-4	0
COc1ccc(CC(=O)N2CCN(C3=NC=CN4C3=NCC4C)CC2)cc1 (configuration not stated)	17	-16
CC(C)CC(=O)N1CCCC(COc2ccc(C(=O)N3CCCC3)cc2)C1 (configuration not stated)	-2	2

Continued.
SMILES	mHTT-CaM PPI inh	Pf apPOL block
Cc1ccc(C2=CC(c3ccccc3)n3nc(CCCO)nc3N2)cc1 (configuration not stated)	16	-5
C=C(/C=C\C(=C/C)N1N=C(C)/C(=C\c2ccc(-c3ccc4c(c3)C(=O)NC4=O)o2)C1=O)CC	9	/
CCOc1ccc(N2C(=O)CC(NCC#N)C2=O)cc1 (configuration not stated)	0	-5
Cc1cc(C(=O)N2CCN(C)CC2)nn1CC(=O)NCCC1=CCCCC1	-6	-8
O=C(COc1ccc(Cl)cc1Cl)NC(Cc1ccccc1)C(=O)O (configuration not stated)	2	-16
O=C(NCCN1CCCC1)C1CCN(c2ncccc2-c2nc(-c3ccccc3)no2)CC1	6	-2
Oc1c(I)cc(I)cc1C=NCc1ccc(F)cc1	/	-7
COc1ccc(OCCNC(=O)NS(=O)(=O)c2ccc(C)cc2)cc1	/	10
